Screens from PubChem.
FEN1 inh = blocks human flap endonuclease 1; P39748; Recombinant FEN1 flap cleavage, fluorescence, 15 min; Potency, µM (doses to about 114 µM), for inactives: top-dose activity change, negative = inhibition, usual class: inhibitors; 390,000 compounds, 0.35% hits; AID 588795; further: nearly all actives have a fitted effect of over 65% in size
Target sequence (P39748 whole entry, looked up): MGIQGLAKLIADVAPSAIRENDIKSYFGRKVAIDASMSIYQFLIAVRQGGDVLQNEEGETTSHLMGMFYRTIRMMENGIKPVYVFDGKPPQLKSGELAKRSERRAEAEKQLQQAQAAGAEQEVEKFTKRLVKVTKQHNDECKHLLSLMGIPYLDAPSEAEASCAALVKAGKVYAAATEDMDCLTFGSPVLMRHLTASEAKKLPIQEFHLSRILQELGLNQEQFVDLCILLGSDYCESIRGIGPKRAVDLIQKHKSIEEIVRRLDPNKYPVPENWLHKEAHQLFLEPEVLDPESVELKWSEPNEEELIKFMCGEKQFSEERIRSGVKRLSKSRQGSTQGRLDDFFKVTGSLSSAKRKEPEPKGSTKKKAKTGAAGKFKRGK
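Concentration–response screening of FEN1 (10 nM): 15 min compound preincubation at room temperature, reaction started with 50 nM substrate and read at 0 and 15 min. Corrected, normalized data were fitted by a four-parameter Hill equation.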
GCN5L2 inh = inhibitors of human GCN5L2 histone acetyltransferase | Q92830 | GCN5L2 HAT assay, ThioGlo1 CoA-SH fluorescence | Potency, µM (doses to about 58.9 µM), for the others: at the highest dose activity change, negative = inhibition, actives largely listed as inhibitors | 390,000 compounds, 0.21% hits
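Fluorescence readout, Ex340nm/Em540nm: ThioGlo1 (50uM final) reacts with free CoA thiol released as 20nM GCN5L2 acetylates H3(1-25) peptide (75uM) using acetyl-CoA (70uM). Compound and enzyme sat 15 min beforehand; 20 min room-temperature reaction.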
TDP1 cell CPT = growth inhibition of DT40 Tdp1-/-;hTDP1 cells with camptothecin (screen for TDP1 inhibitors); 420,000 compounds, 12% hits; chicken DT40 Tdp1-/-;hTDP1 cells + 20 nM CPT, ATP luminescence, 48 h; Potency, µM (highest dose often 46.2 µM), inactives show at the highest dose activity change, negative = growth inhibition, usual class: inhibitors; further: nearly all actives have a fitted effect of over 55% in size
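Cell growth measured by CellTiter-Glo luminescence after a minimum 48 h, 37 C compound exposure with 20 nM CPT in Tdp1-knockout DT40 cells stably expressing hTDP1, seeded 400/well; qHTS titration format.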
* hit, by the source's call; ? = inconclusive; . = no result given; & = joins results of further samples; [ ] = another dose, or the depositor's remark. The call rests on the fitted dose curve; in most records, active means well fitted curve in the direction sought with a large enough effect; inconclusive means small, poorly fitted or top-dose-only effect, or another doubt; inactive means no such curve, though single readings can be large; an effect the other way counts as inactive or inconclusive. On the % scale 0 is the no-effect control and ±100 the full control effect; potency means the concentration at half of the fitted maximal effect. Only part of the results is shown; count on the stated rates, not on these rows.

Below each compound – TDP1 cell CPT, GCN5L2 inh, FEN1 inh
> Cc1ccc(NC(=O)CN(C)C(=O)CSc2nc3ccccc3c(=O)n2CCO)cc1
→ ?, -12%, -6%
> CCC1C(c2ccccc2)N(C)C(c2ccccc2)CC1(O)c1ccccc1 (stereo unspecified)
→ ?, -11%, -23%
> Cc1ccc(C)n1-c1nnc(N2CCC(C(=O)NCc3ccccc3Cl)CC2)s1
→ ?, -2%, 3%
> COc1ccccc1C(=O)Oc1cc(N)n(S(=O)(=O)c2ccc(C)cc2)n1
→ -28%, ?, -13%
> CC1CCN(CC(=O)Nc2ccccc2C(=O)NC2CC2)CC1
→ -12%, 2%, 15%
> O=C(CSCc1ccccc1)NCCCN1CCOCC1
→ 25%, -4%, 13%
> COc1ccccc1NS(=O)(=O)c1cccc(NC(=O)C2CC(=O)N(Cc3ccccc3)C2)c1 (stereo unspecified)
→ -13%, -6%, -7%
> O=C(c1cnccn1)N1CCC[C@@]2(CCN(c3ccncc3)C2)C1
→ 14%, 24%, .
> COc1ccc(/C=N/n2c(N)nc(-c3ccccc3)c2-c2ccccc2)cc1
→ 26µM*, -11%, -17%
> COc1ccc(C2C(=O)N(C3CCCCCC3)CC(=O)N2CCc2ccccc2)cc1 (stereo unspecified)
→ ?, -4%, 12%
> Cc1ccccc1CNC(=O)CCCn1ncn2c(cc3occc32)c1=O
→ 1%&2%, -6%&-2%, 2%&-7%
> O=C(c1ccc2c3c(cccc13)CC2)N1CCN(c2ncccn2)CC1
→ -29%, ., -7%
> O=C(CSc1nc(O)cc(=O)n1-c1ccccc1)N1CCCCC1
→ 6%, 1%, 10%
> Cc1ccc(-n2nnnc2-c2cnc(-c3cccnc3)nc2C(F)(F)F)cc1
→ 18µM*, 2%, -20%
> O=C(O)c1cc(Nc2nc(N3CCOCC3)nc(N3CCOCC3)n2)ccc1Cl
→ -13%, -9%, -2%
> O=C(NC(=S)N1CCN(c2c(Cl)cccc2[N+](=O)[O-])CC1)c1cccs1
→ ?, -10%, -11%
> C=CC[n+]1ccnc2ccccc21
→ 5µM*, ., -14%
> COc1ccc(CCNC(=O)CN2C(=O)CSc3ccc(S(=O)(=O)N4CCOCC4)cc32)cc1OC
→ 4%, -16%, 0%
> CCc1cc(C(=O)NCc2ccccc2)no1
→ -19%, 0%, 1%
> Cc1ccc(Nc2ccc(N)cc2S(=O)(=O)O)cc1
→ 2%, -4%, -26%
> O=S1(=O)N=CN(Cc2cccc(F)c2)c2ccccc21
→ -7%, 2%, 0%
> Nc1ccc(S(=O)(=O)Nc2nccc(/C=C/c3cccc(Br)c3)n2)cc1
→ 5%, -3%, 5%
> O=C(COC(=O)Cn1cnc2ccccc21)Nc1cc(S(=O)(=O)N2CCOCC2)ccc1Cl
→ -6%, -6%, 5%
> O=C(O)/C=C/c1cn(-c2ccccc2)nc1-c1ccc2c(c1)OCCO2
→ -13%, -3%, -6%
> CN(C)C(=O)c1cc(C(=O)Cc2ccccc2)c[nH]1
→ 2%, 31%, 7%
> O=C(CCC(=O)OCc1ccc(Br)cc1)Nc1ccccc1
→ 16µM*, -2%, 1%
> Cc1ccc(C2CC(c3cccc(Cl)c3)n3nc(N)nc3N2)cc1 (stereo unspecified)
→ 15µM*, -5%, 11%
> Cc1cc(-c2nnc(CSc3nnc(NC(=O)c4ccc(C(C)(C)C)cc4)s3)o2)ccc1[N+](=O)[O-]
→ ?, 2%, 2%
> CCn1c(SCC(=O)Nc2ccc3c(c2)c2ccccc2n3CC)nnc1-c1ccco1
→ -17%, -2%, 50µM*
> COc1cccc(/C=N/NC(=O)Cn2ccnc2C)c1
→ -8%, -7%, -3%
> CCOc1ccc(-c2nc(CSCC(=O)N3CCN(C(=O)c4ccco4)CC3)c(C)o2)cc1
→ ?, -2%, -17%
> CCOc1ccccc1NC(=O)c1ccccc1NS(C)(=O)=O
→ -18%, -1%, -12%
> COC(=O)/C(C#N)=C1/C=Cc2ccccc2N1C
→ -17%, -6%, -6%
> COc1ccc(-c2cn3nc(N4CCC(C(=O)NCc5ccccc5F)CC4)sc3n2)cc1
→ ?, -3%, -3%
> O=C(CN1CCCC1)Nc1ccc(OCc2ccccc2)cc1
→ -15%, 3%, 15%
> CC(C)C(c1nnnn1C1CCCC1)N(C)C1CCCCC1 (stereo unspecified)
→ ?, -1%, 4%
> O=C(CCNS(=O)(=O)c1ccccc1Cl)OCc1nnc(-c2ccccc2Cl)o1
→ 9%, 2%, -11%
> Cn1c(CNC(=O)CNC(=O)c2ccccc2F)cc(=O)n(C)c1=O
→ 1%, -2%, 2%
> CCCS(=O)(=O)N1CCCC(C(=O)NCCCN2CCN(c3cccc(Cl)c3)CC2)C1 (stereo unspecified)
→ ?, -4%, 5%
> Cc1ccc(CN2CCN(c3ccccn3)CC2)s1
→ 0%, 1%[0.501 µM], 1%
> CN1c2ccccc2N(C)C1(C)c1cccc2ccccc12
→ 5.8µM*, -6%, -11%
> CCOC(=O)c1c(NC(=O)CN2CCCCC2)sc(CN(C)C)c1-c1ccccc1
→ ?, 3%, -6%
> O=C(Nc1ccc(Oc2cccnc2)cc1)C1CCCCN1Cc1ccc(CO)o1 (stereo unspecified)
→ -32%, -4%, -3%
> CC1(c2cccc(Br)c2)NC(=O)N(CC(=O)NC2CCCCC2)C1=O (stereo unspecified)
→ -1%, 2%, 13%
> Cc1cc(C)n(CCCNC(=O)c2ccc(S(=O)(=O)NCc3ccco3)cc2)n1
→ -4%, -3%, 1%

Ordered by molar mass (highest first): some entries from above
Below each compound – TDP1 cell CPT, GCN5L2 inh, FEN1 inh
> COc1ccc(-c2cn3nc(N4CCC(C(=O)NCc5ccccc5F)CC4)sc3n2)cc1
→ ?, -3%, -3%
> CCOC(=O)c1c(NC(=O)CN2CCCCC2)sc(CN(C)C)c1-c1ccccc1
→ ?, 3%, -6%
> O=C(Nc1ccc(Oc2cccnc2)cc1)C1CCCCN1Cc1ccc(CO)o1 (stereo unspecified)
→ -32%, -4%, -3%
> Cn1c(CNC(=O)CNC(=O)c2ccccc2F)cc(=O)n(C)c1=O
→ 1%, -2%, 2%
> CN1c2ccccc2N(C)C1(C)c1cccc2ccccc12
→ 5.8µM*, -6%, -11%
> COC(=O)/C(C#N)=C1/C=Cc2ccccc2N1C
→ -17%, -6%, -6%

(listing goes on)
Below each compound – TDP1 cell CPT, GCN5L2 inh, FEN1 inh
> C=CCNc1sc(C(=O)C2CC2)c(N)c1C#N
→ 2%, 2%, -4%
> O=C(/C=C/c1ccccc1F)c1cccc([N+](=O)[O-])c1
→ ?, 3%, 10%
> CNC(=O)COC(=O)c1cccnc1SC
→ 1%, -14%, -6%
> O=c1c2ccccc2ncn1-c1ccc(Cl)cc1[N+](=O)[O-]
→ ?, -5%, 4%
> CCc1nc2sc3c(c2c(=O)n1N)CC(C)(C)OC3
→ 5%, -2%, -12%
> COc1ccccc1C(=O)Nc1nnc2n1CCS2
→ -3%, 0%, 0%
> C=CCn1c(=O)c2ccccc2n2c(SCC(=O)O)nnc12
→ 4%, 2%, -11%
> Cc1ccc(C(=O)N(C)Cc2nc3ccccc3c(=O)[nH]2)cc1NC(=O)c1ccco1
→ -2%, 0%, 2%
> COc1ccc(C(O)(C(C)C)C(CN2CCOCC2)c2ccc(Cl)cc2)cc1 (stereo unspecified)
→ ?, -11%, -24%
> O=C(Nc1cccc(F)c1)Nc1ccc(Cl)cn1
→ ?, 2%, 20%
> O=C(CN1CCN(c2ccccc2O)CC1)NNC(=O)c1ccc(Cl)cc1
→ -8%, -1%, 3%
> COc1ccc(C(=O)C2CCCN(Cc3ccc4c(c3)OCCO4)C2)cc1F (stereo unspecified)
→ ?, 3%, 4%
> Cc1ccccc1C(=O)N1CCC2CC1c1cc(-c3ccc(F)cc3)ccc12 (stereo unspecified)
→ ?, ., -1%
> Cc1[nH]c(=S)[nH]c(=O)c1CCC1OCCO1
→ -3%, ?, 16%
> CN1C(=O)/C(=C/c2ccc(-c3ccccc3[N+](=O)[O-])o2)SC1=Nc1ccc(Cl)c(C(=O)O)c1
→ ?, 32%[activator], 45µM*
> CCc1ccc(-c2cc(C)no2)cc1S(=O)(=O)NCCc1ccccc1
→ ?, -10%, -21%
> CCOC(=O)c1c(C)nc(C)c(C(=O)OCC)c1-c1ccc(OC)cc1
→ ?, -1%&-8%, 3%
> Cc1cc(C(=O)Nn2c(C3CCCCC3)nc3ccccc3c2=O)ccc1[N+](=O)[O-]
→ ?, -2%, -14%
> O=C(COc1ccccc1)N=C1SC2CS(=O)(=O)CC2N1c1ccccc1 (stereo unspecified)
→ 3%, -4%, 17%
> N#Cc1cc([N+](=O)[O-])ccc1Oc1cccc(/C=N/NC(=O)c2ccc(Cl)cc2)c1
→ ?, 3%, -2%
> O=[N+]([O-])c1cc(/C=N/N2CCCCC2)ccc1Cl
→ 1%, 3%, -15%
> Cc1cccc(OCC(=O)NNC(=O)CCc2ccccc2)c1
→ 5%, 1%, -1%
> CN(c1ccc(Br)cc1)S(=O)(=O)c1ccc2[nH]cc(C(=O)NCCN3CCOCC3)c(=O)c2c1
→ -21%, -27%, -3%
> Cc1ccc(-n2[nH]c(C)c(/C=N/c3ccccn3)c2=O)cc1
→ ?, 3%, 7%
> CC(C)CCn1c(=O)c2ccccc2n2c(CCl)nnc12
→ ?, -4%, 1%
> CCc1cc2cc(C)cc(C)c2nc1Cl
→ 5%, 12%, 9%
> CCOC(=O)CSC1=Nc2ccccc2C2=NC(CC(=O)NCc3ccc(OC)cc3)C(=O)N12 (stereo unspecified)
→ 2%, -6%, -1%
> COc1ccc(S(=O)(=O)NC(C)C(=O)N2CCCC2)cc1C (stereo unspecified)
→ 39%[activator], -8%, -4%
> COc1ccc(-n2c(Cn3nc(C(F)(F)F)cc3C)n[nH]c2=S)cc1
→ 20%, -2%, 10%
> CCOc1ccc(S(=O)(=O)N(CC(=O)NN=C2CCN(C)CC2)c2ccc(C)cc2)cc1
→ -12%, 4%, 0%
> CN1CCN(S(=O)(=O)c2ccc(N3CCN(S(=O)(=O)c4cccs4)CC3)nc2)CC1
→ ?, 2%, -2%
> O=C(c1ccc(-n2cccn2)cc1)N1CCc2ccccc2C1
→ ?, 4%, -3%
> O=C(Nc1ccc(S(=O)(=O)N2CCOCC2)cc1)C1CC(=O)N(c2ccc(F)cc2)C1 (stereo unspecified)
→ -15%, -4%, -4%
> COc1ccc(C(CNC(=O)c2cccn2C)N2CCOCC2)cc1 (stereo unspecified)
→ -12%, 0%, 1%
> CCc1ccccc1NC(=S)NC1CC2CCC(C1)N2Cc1ccco1 (stereo unspecified)
→ -5%, -2%, -7%
> Cc1ccc(CN2C(=O)CCC2C(=O)NCc2ccc(F)cc2)cc1 (stereo unspecified)
→ 6%, -17%, -11%
> O=C1C=C(N2CCCCCC2)C2(CCCCC2)O1
→ -1%, -4%, -1%
> Cc1ccc(-c2csc(NC(=O)COC(=O)c3cccc(S(=O)(=O)N4CCOCC4)c3)n2)cc1
→ -23%, -19%, -15%
> COc1ccc(-c2c(C#Cc3ccsc3)c3cc(Br)ccc3n2C)cc1
→ ?, -3%, -12%
> O=C(CNCc1cccnc1)Nc1cc(C(F)(F)F)ccc1N1CCOCC1
→ -9%, -12%, -11%
> CCOC(=O)Nc1ccc(OCc2nnc3c4ccccc4c(C)nn23)cc1
→ ?, -1%, -4%
> CC(=O)OC1c2c(ccc3ccc(=O)oc23)OC(C)(C)C1OC(=O)CC(C)C (stereo unspecified)
→ 23µM*, -8%, -4%
> COc1ccc(N=C2SC(C(=O)Nc3ccc(OC)cc3)CC(=O)N2CCN2CCOCC2)cc1 (stereo unspecified)
→ -21%, -8%, 13%
> COc1ccc(COC(=O)N/N=C(\C)CC(=O)NCc2ccc(Cl)cc2)cc1
→ 1%, -9%, 0%
> COc1ccc(NC(=O)c2nnn(CC(=O)Nc3cccc(C)c3C)c2N)c(OC)c1
→ -26%, -12%, 10%
> NC(=O)CC(NC(=O)c1ccccc1)c1ccc(NCCCN2CCCC2=O)c([N+](=O)[O-])c1 (stereo unspecified)
→ -8%, -1%, 5%
> COCOc1ccc(-c2cc(=O)c3c(O)cc(OCOC)cc3o2)cc1
→ -1%, ., -1%
> COc1ccc(N=C2C(=Nc3ccc(OC)cc3)N(c3ccc(OC)cc3)C(=S)N2C)cc1
→ ?, -1%, -10%
> CCOC(=O)c1c(-c2cccc(C)c2)csc1NC(=O)c1c(-c2ccccc2)noc1C
→ ?, -12%, -18%
> COc1ccc(NC(=O)c2ccco2)cc1NC(=O)COc1ccccc1[N+](=O)[O-]
→ -13%, -9%, 10%
